HSP90 inh: HSP90 inhibitors, primary screen, cell lysate, luminescence. inhibition, % at 5.6 µM. Rabbit reticulocyte lysate, luciferase refolding luminescence, 3 h. AID 1789, 2009. Heat shock protein HSP 90 (rabbit reticulocyte lysate; luciferase refolding). 0.91% of 290,000 active;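 active = inhibition above the screen-wide mean plus 3 SD, computed separately per campaign, cut at about 16% in these data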;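 note: 0% = DMSO wells and 100% = 60 µM geldanamycin wells; inhibitors lower the luminescence because luciferase stays unfolded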
aSyn UTR inh: MLPCN primary screen, SNCA 5' untranslated region | alpha-synuclein 5'UTR reporter, inhibitor activity | inhibition, % (tested at 7.5 µM) | 0.82% of 300,000 active; in the data active = inhibition above about 60%;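 note: H4 neuroglioblastoma cells stably carrying SNCA 5'UTR luciferase fusion; 0% = DMSO wells and 100% = positive control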
HSF1 inhib: HSF1 inhibitors in luciferase reporter cells, primary screen, cell-based, NIH3T3, luminescence; AID 2098, 2009; NIH3T3-HGL HSE-luciferase, MG132-induced, luminescence 8 h; stronger effect = lower value; activity change, negative = inhibition, % at 7.5 µM (by protocol); 0.77% of 300,000 active;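 active = more than half of replicate wells show activity change below -50%, luminescence cut by over half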;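 note: luciferase reports HSF-1 transcriptional activity via heat shock element; 0% = median of DMSO wells and -100% = zero luminescence signal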
GSK3B inh: human GSK3beta kinase inhibitors, primary screen, biochemical, cell-free homogeneous, HTS; 0.038% of 300,000 active; activity score (negative = inhibition), % at 10 µM; GST-GSK3beta kinase, ADP-Glo luminescence, 60 min; stronger effect = lower value; Glycogen synthase kinase-3 beta (Homo sapiens), P49841;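 active = more than half of replicate wells score below -50%, meaning over 50% inhibition versus plate controls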;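 note: 0% = median DMSO wells and -100% = median GW8510 positive control wells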
Target sequence (P49841 whole entry, looked up): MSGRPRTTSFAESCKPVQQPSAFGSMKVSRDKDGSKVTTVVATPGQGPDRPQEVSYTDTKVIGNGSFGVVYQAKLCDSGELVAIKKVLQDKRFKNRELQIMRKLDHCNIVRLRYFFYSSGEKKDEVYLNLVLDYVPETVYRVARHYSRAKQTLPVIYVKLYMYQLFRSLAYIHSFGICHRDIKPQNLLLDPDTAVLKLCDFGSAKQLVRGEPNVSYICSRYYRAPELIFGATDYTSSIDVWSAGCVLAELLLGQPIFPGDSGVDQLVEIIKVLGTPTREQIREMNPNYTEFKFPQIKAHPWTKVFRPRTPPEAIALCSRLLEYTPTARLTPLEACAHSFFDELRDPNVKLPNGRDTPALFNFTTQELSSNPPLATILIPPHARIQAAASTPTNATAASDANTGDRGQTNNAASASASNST
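Test system: GST-fused GSK3beta enzyme, cell-free | Quantity: 1.6 ng GST-GSK3beta enzyme per well | Reagent: 25 µM ATP with peptide substrate | Schedule: 60 min enzyme reaction, room temperature | Signal: Luminescent ADP-Glo measurement of ADP formed | Read-out basis: Score relative to plate controls | Control set: DMSO and 20 µM GW8510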
Dyrk1A ADPGlo: rat Dyrk1A kinase inhibitors, primary screen, biochemical, single point, plate reader. ADP-Glo luminescence, NFATc1 peptide. inhibition, % at 12.5 µM. 0.43% of 310,000 active. AID 504441, 2011; in the data active = inhibition above about 50%;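 note: plate controls were vehicle with enzyme for no effect and no enzyme for full effect; many of its hits are not listed in these tables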
GSK3A inh: blockers of GSK3A enzyme activity – biochemical, luminescence, cell-free homogeneous, HTS, primary screen | GSK-3 alpha kinase, ADP-Glo luminescence, 60 min | inhibition, % at 10 µM | 0.1% of 320,000 active;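 in the data active = inhibition above about 50%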;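 note: GST-tagged GSK-3 alpha with peptide substrate and 25 µM ATP; 0% = DMSO neutral wells and 100% = GW8510 positive control wells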
Target sequence (P49840 whole entry, looked up): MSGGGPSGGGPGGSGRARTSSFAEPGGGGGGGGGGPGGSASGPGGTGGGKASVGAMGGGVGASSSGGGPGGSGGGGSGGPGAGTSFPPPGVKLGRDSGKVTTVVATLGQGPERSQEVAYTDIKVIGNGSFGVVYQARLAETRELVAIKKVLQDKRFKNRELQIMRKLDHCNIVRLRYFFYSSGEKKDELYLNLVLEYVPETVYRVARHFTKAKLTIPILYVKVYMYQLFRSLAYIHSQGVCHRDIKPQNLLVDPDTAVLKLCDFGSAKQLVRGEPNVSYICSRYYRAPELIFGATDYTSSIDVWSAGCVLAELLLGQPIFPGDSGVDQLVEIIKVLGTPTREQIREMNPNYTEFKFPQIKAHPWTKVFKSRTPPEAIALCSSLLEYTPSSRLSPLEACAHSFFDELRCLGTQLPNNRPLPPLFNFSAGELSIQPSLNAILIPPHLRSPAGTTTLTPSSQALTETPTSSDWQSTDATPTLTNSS
Platelet DG rel: inhibitors of platelet dense granule secretion, primary screen, cell-based, MLPCN, human platelets; human platelet-rich plasma, SFLLRN dense granule ATP release, luminescence; inhibition, %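 (compounds screened at 7.5 µM in platelet-rich plasma)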; 0.22% of 300,000 active;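 active = mean replicate score, as percent of positive control, at or above 50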
HSF-1 act: HSF-1 activators, primary screen, NIH3T3-HGL cells, MG132 stress, luminescence, single point; NIH3T3-HGL HSF-1 luciferase reporter, 8 h; 100% = twice DMSO control signal; 1.7% of 300,000 active; AID 504408, 2011; activation, % at 9 µM;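 active = mean replicate activation of at least 50% with a set share of replicates each reaching 50%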;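 note: 0% = median of the neutral control wells and 100% = twice that signal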
IEC-6 tox: cytotoxicity in IEC-6 intestinal epithelial cells, primary screen, cytotoxicity control for KLF5 inhibitor project, cell-based, luminescence; inhibition, % at 5 µM; 0.78% of 290,000 active; IEC-6 cytotoxicity, luminescence viability; in the data active = inhibition above about 22%;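 note: 0% = plate median of test compound wells and 100% = cytotoxic reference compound wells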
KLF5 inhibitor: KLF5 expression inhibitors, primary screen, DLD-1 cells, luminescence. DLD-1 KLF5 promoter-luciferase reporter. inhibition, % at 5 µM. 0.23% of 290,000 active. AID 1700, 2009;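 active = inhibition above a per-plate limit of that plate's mean compound inhibition plus 3 SD, cut at about 60% in these data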;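 note: 0% = DMSO wells and 100% = LY294002 at 200 µM; higher means less KLF5 promoter-driven luciferase light; inactives centre near -14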
Active calls of the source: *; . = no result given. A portion of the library (hit frequency here may not be typical).

Molecule,HSP90 inh,aSyn UTR inh,HSF1 inhib,GSK3B inh,Dyrk1A ADPGlo,GSK3A inh,Platelet DG rel,HSF-1 act,IEC-6 tox,KLF5 inhibitor
CC(=O)Nc1ccc(S(=O)(=O)Nc2cc(C)cn(Cc3ccccc3)c2=O)cc1,1,22,4,3,2,-23,0,9,-4,-6
Cc1cc(S(=O)(=O)Nc2c(C)nc3nc[nH]n3c2=O)ccc1F,0,4,.,-4,0,5,4,.,-4,-36
N=c1oc2cc(O)ccc2cc1C(=O)Nc1ccc(Cl)cc1,3,-126,-7,-2,24,-1,-5,17,18,-42
O=[N+]([O-])c1ccccc1/C=N/Nc1nc(N2CCCC2)nc(N2CCCC2)n1,-4,-3,1,-3,.,-2,4,-1,-10,-17
COc1cc(NS(=O)(=O)c2ccc(N/C=C\C(=O)c3ccc(OC)c(OC)c3)cc2)nc(OC)n1,-3,19,-4,0,9,0,-9,3,-9,-41
COc1ccnc(Oc2ccccc2)c1C(=O)N/C=N/OCc1ccccc1F,0,9,6,2,-1,1,4,3,-4,-54
CN1CCc2c(sc3c2c(NCc2ccco2)nc2nnnn23)C1,1,-17,6,-1,9,13,4,38,-7,-30
CC(C)(C)NS(=O)(=O)c1ccc(NC(=O)CS(=O)(=O)Cc2ccccc2)cc1,6,18,4,0,8,-1,11,11,5,-5
COc1ccc(C(=O)NCC(=O)N2CCCC(C)C2)cc1OC (stereo not drawn),-2,6,-4,0,-1,0,3,4,-4,-11
Cc1cnc(C(=O)Nc2ccccc2-n2cccc2)cn1,2,5,-60*,8,-7,-3,0,-68,-4,-42
CCC1CCCCN1C(=O)Nc1cc(Cl)ccc1OC (stereo not drawn),-1,-30,-4,1,1,0,2,11,-2,0
O=C(COc1cccc([N+](=O)[O-])c1)NN1C(=O)c2ccccc2C1=O,-3,12,-32,1,-1,-2,2,-44,-2,-27
O=C(C1=NNCC1c1ccc(Cl)cc1)C1CO1 (stereo not drawn),-6,-31,0,0,-1,.,-4,5,-1,18
FC(F)(F)c1cc(-c2ccco2)nc(-n2nnc3ccccc32)n1,3,-50,-4,4,-2,-1,-12,-11,0,-9
CCCC(c1nnnn1C1CCCCC1)N1CCN(C2CCCC2)CC1 (stereo not drawn),3,-4,4,4,5,-2,-6,12,6,27
O=C(NC1CCN(C(=O)Nc2ccccc2Cl)CC1)c1ccccc1,-1,1,-5,-1,2,0,0,-3,-1,0
O=C(NCc1ccccc1)c1onc(CSc2ccccn2)c1C(=O)NCc1ccccc1,.,8,-1,-4,6,1,5,-6,.,.
COc1ccc(-c2noc(COc3ccc(Cl)c(C)c3)n2)cc1,-1,-5,-1,3,3,3,5,12,3,-17
COc1ccc(NC(=O)CSc2nc3c(c(-c4cccs4)c2C#N)CN(C)CC3)cc1OC,7,19,-5,1,-1,-1,-45,4,-1,10
C#CCNC(=O)C1=C[C@H](c2ccc(C#C)cc2)C[C@H](OCc2ccc(CO)cc2)O1,.,-3,-1,2,-10,-1,7,-20,.,.
COC(=O)c1ccsc1NS(=O)(=O)c1ccccc1,-3,10,-5,-4,.,-3,4,-16,0,-4
COc1ccc(C(C(=O)NCC2CCCO2)N(Cc2ccc(F)cc2)C(=O)CNC(=O)c2ccco2)cc1OC (stereo not drawn),0,-43,1,-2,-1,0,0,-19,5,-19
COC(=O)Cn1c(=NC(=O)c2ccc(OC)cc2)sc2cc(OC)ccc21,0,-52,1,5,-2,-1,-9,-1,3,-8
Cc1cc2c(c(=O)n1C1CC1)C(c1cccc(Cl)c1)C(C#N)=C(N)O2 (stereo not drawn),2,36,-1,0,-6,3,1,-5,-2,-31
Cn1cc(S(=O)(=O)Nc2ccc3c(c2)OCCO3)cn1,3,-31,-62*,0,3,1,13,-67,0,-24
C=CCNc1nc(-c2ccc([N+](=O)[O-])cc2)cs1,8,-182,15,0,0,-2,0,36,-9,-121
Cc1ccc(OCCNC(=O)c2ccc3ccccc3n2)cc1,-2,-19,-2,2,9,0,2,-7,1,-22
C=CCSc1nc2c(c(=O)[nH]c(=O)n2C)n1C(C)C,1,6,-8,0,2,-2,-24,5,5,1
CCCCn1c(SCC(=O)c2ccccc2)nc2ccsc2c1=O,10,38,-1,1,-4,-1,-4,13,5,-10
CCOc1cccc(/C=C2/NC(=O)N(CC(=O)Nc3cccc(C)c3)C2=O)c1O,2,13,-8,-7,5,-1,-2,4,-6,-2
COc1ccc(/C=N/NC(=O)CCn2nc(C)cc2C)cc1O,-4,-2,-6,1,-2,-1,3,8,2,8
COc1ccc(C(=O)c2cnc3ccccc3c2-c2ccccc2)cc1,3,6,-7,1,3,-1,-2,-24,4,-8
CCOc1ccc(C2c3c(oc4ccccc4c3=O)C(=O)N2CCCN2CCOCC2)cc1OCC (stereo not drawn),-1,-12,1,1,10,.,7,2,0,-24
O=C(N/N=C/c1sc(=O)[nH]c1-[n+]1ccc2ccccc2c1)c1ccccc1[O-],1,-17,-2,-2,1,1,-1,15,3,-36
COc1cc(C)ccc1S(=O)(=O)N1CCCCCC1,6,22,-11,2,-3,0,1,1,8,-7
COCCNCC(=O)N1CCCCCC1,-3,2,-6,1,0,1,11,5,-1,-54
O=C(CSc1nnc(CNC(=O)c2ccccc2)o1)c1ccccc1,1,-2,-1,-8,0,-1,-15,7,1,-9
CCc1cc(C(=O)O)c(NC(=O)C(c2ccccc2)c2ccccc2)s1,-1,4,-7,-7,4,-2,-56,-21,1,-46
Cc1cccc(Cn2c(C)nc3c(N)c(C)c(C)cc32)c1,1,31,-2,0,-2,0,8,27,-5,-1
Nc1[nH]nc2ncc3cc4ccccc4nc3c12,-6,-5,-20,-2,-4,11,0,-31,-1,-20
O=C(NCCc1c[nH]c2ccccc12)C(=O)NCC1CCCO1 (stereo not drawn),-5,-17,8,4,0,3,9,13,-5,5
CS(=O)(=O)N1CCN(C(=O)CCc2ccccc2)CC1,-1,9,-1,-1,1,0,1,-19,6,-26
CC1=C([N+](=O)[O-])C(c2ccccc2)NC(=O)N1 (stereo not drawn),-2,-6,-3,1,9,1,-8,-6,-1,-20
CSc1nc(N)nc(SCC(=O)Nc2ccc(Cl)cc2)c1C#N,-3,-29,20,2,6,.,-12,46,3,-7
Cc1nn(Cc2ccccc2Cl)c(C)c1NC(=O)CCCn1nc([N+](=O)[O-])c(Cl)c1C,1,42,23,1,-1,-1,-8,61*,-5,-19
CCc1ccc(NC(=O)C(C)n2nc(C)c([N+](=O)[O-])c2C)cc1 (stereo not drawn),-9,29,-1,2,-4,-1,10,-6,3,-42
O=C1C(=O)N(Cc2cccnc2)C(c2ccccn2)/C1=C(/O)c1ccccc1 (stereo not drawn),-1,18,-9,2,-20,-1,-9,-10,1,-16
COc1ccccc1CNC(=O)CN1C(=O)C(C)N(c2ccc(C)cc2)C1=O (stereo not drawn),-1,1,-1,1,-5,0,2,4,-1,3
CON/C=C(\C=Nc1ccccc1)c1ncc(C(F)(F)F)cc1Cl,1,-5,2,0,0,0,3,1,5,6
CCN1C(=O)[C@H]2[C@@H](c3ccc(OC)cc3)N3C(=O)CN(CCOC)C(=O)[C@@]3(C)[C@H]2C1=O,-3,-3,-2,0,2,-2,-4,5,-6,-2
O=C(COc1ccc([N+](=O)[O-])cc1)N/N=C/c1cc([N+](=O)[O-])ccc1N1CCOCC1,2,19,-4,2,-1,.,-1,4,2,1
Cc1cccc(C)c1OCc1cc(C(=O)N(C)Cc2nc3ccccc3[nH]2)no1,3,2,10,1,-1,-1,16,34,3,-13
O=C(NCc1ccccc1)N1CCN(CCO)CC1,-2,7,3,3,6,-1,-3,-3,-5,-15
CC(C)(C)n1nnnc1C(c1cccc(C#N)c1)N1CCCc2ccccc21 (stereo not drawn),2,3,-1,2,7,-2,5,-4,4,-34
C=CCN(c1ccccc1)S(=O)(=O)c1cccc(C(=O)Oc2ccc3c(C)cc(=O)oc3c2)c1,-4,-1,0,-1,-6,0,0,9,-7,-3
O=C(NCc1cccnc1)C1CCCN1S(=O)(=O)c1ccc(Cl)cc1 (stereo not drawn),-3,8,-3,2,11,1,4,-5,-8,-34
Cc1cc(NC(=O)C2CCCCC2)ncc1NC(=O)c1ccccn1,-2,-73,12,-5,4,1,2,14,8,-44
Cn1cc([N+](=O)[O-])c(C(=O)NC2CCCCCCC2)n1,-1,0,-7,0,14,1,-13,-7,-7,1

Bioassay records deposited in PubChem by several laboratories.
